ERb SRC1 inh – ER-beta (human) coactivator binding inhibition | Q92731 | TR-FRET ER-beta LBD / SRC1-Cy5 peptide binding; receptor agonist-loaded with 1 µM estradiol | inhibition, % at 25.6 µM | 86,000 compounds, 1.3% hits | AID 633;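 active = compounds whose percent inhibition of the receptor-coactivator binding signal exceeds about 50% in the single-dose screen, limit read from the data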;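 also: 0% = receptor plus peptide wells without compound and 100% = peptide-only wells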
Target sequence (Q92731 whole entry, looked up, the tested form may be a part): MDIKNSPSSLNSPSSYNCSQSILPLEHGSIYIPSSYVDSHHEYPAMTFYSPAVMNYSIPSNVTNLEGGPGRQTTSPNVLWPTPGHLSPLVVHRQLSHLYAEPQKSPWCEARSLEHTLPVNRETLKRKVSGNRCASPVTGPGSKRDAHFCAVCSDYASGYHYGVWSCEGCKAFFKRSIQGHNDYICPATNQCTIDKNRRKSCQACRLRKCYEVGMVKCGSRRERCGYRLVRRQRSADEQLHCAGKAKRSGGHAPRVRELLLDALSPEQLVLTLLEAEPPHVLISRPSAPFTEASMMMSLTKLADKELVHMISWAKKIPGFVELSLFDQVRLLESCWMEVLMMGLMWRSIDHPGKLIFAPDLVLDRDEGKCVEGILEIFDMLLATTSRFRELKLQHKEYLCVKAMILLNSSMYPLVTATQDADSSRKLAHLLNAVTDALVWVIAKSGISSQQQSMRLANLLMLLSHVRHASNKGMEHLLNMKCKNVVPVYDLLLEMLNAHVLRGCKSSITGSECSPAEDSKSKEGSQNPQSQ
Calb biofilm kill – kills Candida albicans biofilms. inhibition, % at 6 µM. 85,000 compounds, 0.14% hits. C. albicans biofilm + clotrimazole, Alamar Blue. AID 834;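 active = inhibition above 20%; inactive = inhibition below 20%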;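 also: preformed 24 hr biofilms exposed to compound for 48 hr; 0% = biofilm without compound and 100% = blank killed by clotrimazole plus chlorhexidine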
Smad3 FoxH1 inh – Smad3 (human) transcription factor binding inhibition. P84022. TR-FRET Smad3/Dy647-FoxH1 peptide binding, europium anti-His. inhibition, % at 25 µM. 88,000 compounds, 0.29% hits. AID 630;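 active = compounds that reduce the energy-transfer binding signal between the protein and its labelled peptide by more than half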;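 also: 0% = Smad3 plus labelled peptide maximal FRET and 100% = peptide-only background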
Target sequence (P84022 whole entry, looked up): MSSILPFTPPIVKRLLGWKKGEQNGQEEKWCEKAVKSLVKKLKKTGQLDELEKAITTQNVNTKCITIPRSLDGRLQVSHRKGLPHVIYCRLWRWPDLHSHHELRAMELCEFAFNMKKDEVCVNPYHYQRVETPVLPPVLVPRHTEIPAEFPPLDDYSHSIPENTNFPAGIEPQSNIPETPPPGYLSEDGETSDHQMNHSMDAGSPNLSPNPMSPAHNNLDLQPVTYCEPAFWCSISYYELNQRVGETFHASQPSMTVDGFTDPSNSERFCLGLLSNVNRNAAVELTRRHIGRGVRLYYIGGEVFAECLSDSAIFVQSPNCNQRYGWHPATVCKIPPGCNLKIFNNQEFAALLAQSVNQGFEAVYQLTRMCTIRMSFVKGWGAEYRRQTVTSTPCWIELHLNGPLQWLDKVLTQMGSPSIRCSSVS
The depositor's hits bear a star; [ ] = remark or other dose. A portion of the library (hit frequency here may not be typical).

SMILES | ERb SRC1 inh | Calb biofilm kill | Smad3 FoxH1 inh
CCOc1cc2[nH]c(=S)n(CC3CCCN3CC)c(=O)c2cc1OCC (centres undefined) | -3[fluorescence artefact?] | -1 | -1
Clc1cccc(-c2nn3c(-c4ccncc4)nnc3s2)c1 | 5 | 10 | 6
O=C(CCCCn1c(=O)[nH]c2ccccc2c1=O)NC1CCN(Cc2ccccc2)CC1 | -4 | 7 | 5
CC(=O)N1CC=C2C(C#N)=C(N)C(C#N)(C#N)C(C)C2C1 (centres undefined) | -2 | 1 | 9
CC1Cc2ccccc2N1C(=O)CN1CCc2ccccc2C1 (centres undefined) | -9 | 2 | 2
Cc1ccccc1-n1c(C)nnc1SCC(=O)N1CC(=O)Nc2ccccc21 | 23 | 6 | 6
O=C(CNS(=O)(=O)c1ccc(C(=O)N2CCCCC2)cc1)N1CCCCC1 | 4[fluorescence artefact?] | 4 | 1
CCn1c(SCC(=O)N2c3ccccc3Sc3ccccc32)nc2c1c(=O)n(C)c(=O)n2C | 12 | 3 | 4[fluorescence artefact?]
Cc1ccc2nc(N3CCN(C(=O)c4cccs4)CC3)c(C#N)cc2c1 | 9[fluorescence artefact?] | 7 | 6
CN(C)c1nc(Oc2ccc(/C=N/O)cc2)nc(N(C)C)n1 | -5 | -8 | -4
CC(C)Cn1cnc2c(N)nc3ccccc3c21 | 15[fluorescence artefact?] | 11 | -11
Cc1coc2c(C)c3oc(=O)c4c(c3cc12)CCCC4 | 42 | 12 | -1[fluorescence artefact?]
CCOC(=O)C1=C(C)Nc2ncnn2C1c1ccc(N(C)C)cc1 (centres undefined) | -6 | 9 | -3
O=C(O)c1ccc2c(c1)C(=O)N(c1cc(C(=O)O)ccc1Br)C2=O | 7 | -2 | 4
O=C(CCN1C(=O)C2C3C=CC(C3)C2C1=O)N1CC(=O)N(CCc2ccccc2)C(=O)C1 (centres undefined) | -1 | 5 | 0
O=C(c1ccc(Cl)s1)N1CCN(c2ccccc2)CC1 | -3 | -5 | -2
CCOc1cc(S(=O)(=O)NCC2OCCc3ccccc32)c(OCC)cc1-n1cnnn1 (centres undefined) | -7 | 6 | -8
COc1ccc2c(c1)CCc1c(C(=O)NC3CCCCC3)noc1-2 | -19[fluorescence artefact?] | 4 | 6
CCCCN(CC)CCCNC(=O)Cn1nc(Cc2ccncc2)c2ccccc2c1=O | -37 | 2 | 6
CCn1c(C(=O)N2CCC(C(=O)NCc3ccc4c(c3)OCO4)CC2)cc2sccc21 | -7[fluorescence artefact?] | 5 | 5

Of the compounds above, these have a Cl atom:
SMILES | ERb SRC1 inh | Calb biofilm kill | Smad3 FoxH1 inh
Clc1cccc(-c2nn3c(-c4ccncc4)nnc3s2)c1 | 5 | 10 | 6
O=C(c1ccc(Cl)s1)N1CCN(c2ccccc2)CC1 | -3 | -5 | -2

Next part:
SMILES | ERb SRC1 inh | Calb biofilm kill | Smad3 FoxH1 inh
c1coc(CNc2nc3sc4c(c3c3ncnn23)CCCC4)c1 | 13 | 4 | -2
CCOc1ccccc1CNC(=O)c1cc2occc2n1C | -1 | 2 | 0
COc1ccc2nc3sc(C(=O)N4CCN(C)CC4)cc3cc2c1 | -3 | 5 | -1
CN1CCc2c(sc3nc(SCC(N)=O)n(-c4ccccc4)c(=O)c23)C1 | 22[fluorescence artefact?] | -1 | -5
COC(=O)C1CCN(C(c2cccs2)c2sc3nc(C)nn3c2O)CC1 (centres undefined) | 0 | 2 | 2
CCOc1ccc(NC(=O)c2ccccc2O)cc1 | 0 | 2 | 4
COc1ccc(S(=O)(=O)Nc2c(C)ccc3nsnc23)cc1OC | -16 | -1 | 9
CSc1ccccc1NC(=O)c1cc(CC(C)C)on1 | 17 | 12 | -13
COc1cc(C2C(C(=O)c3ccco3)=C(O)C(=O)N2CCc2ccccc2)ccc1O (centres undefined) | -12 | 9 | 8
Cn1ncc2c1ncn1c(-c3ccccc3Cl)nnc21 | -20[fluorescence artefact?] | 2 | 11
O=C(Cn1c(=O)oc2cc(S(=O)(=O)N3CCCC3)ccc21)NCc1ccccn1 | -12 | 5 | 1
CC(C)CCn1c(CN2CCOCC2)nc2c1c(=O)n(C)c(=O)n2C | 2 | 7 | 7
CC(=O)NC1(c2ccccc2)CCN(c2nc(C)cc(C)n2)CC1 | -4 | 2 | -9
COC(=O)c1ccc(NC(=O)CSc2nnc(Cc3cccn3C)n2-c2ccc(F)cc2)cc1 | -14 | 3 | 1
CC1=CCC2(CO)COC(c3ccccc3O)C1C2 (centres undefined) | 2[fluorescence artefact?] | 7 | -6
Cc1ccc2c(c1)nnn2C1CCN(C(=O)C2CCCCC2)CC1 | -14 | 1 | 0
CCOc1ccccc1NC(=O)N1CCCC1C(=O)Nc1ccc(-n2cnnn2)c(C)c1 (centres undefined) | 6 | 5 | 3
CCn1c(Cc2ccccc2)nnc1SCC(=O)OC(C)C | -8 | 9 | -7
CCc1ccccc1NC(=O)CC1S/C(=N\c2nccs2)N(CC)C1=O (centres undefined) | 2[fluorescence artefact?] | 3 | 1
CC1CCN(C(c2ccc(N(C)C)cc2)c2nnnn2C(C)(C)C)CC1 (centres undefined) | 19[fluorescence artefact?] | 5 | 19[fluorescence artefact?]
CCC1(C)NC(=O)N(CC(=O)Nc2sc3c(c2C(N)=O)CCC3)C1=O (centres undefined) | 83*[fluorescence artefact?] | 5 | 18
Cc1cc(Nc2cccc(F)c2)n2ncnc2n1 | 1 | 6 | 6
CC1CCN(C(=O)C(Cc2ccccc2)n2cccc2)CC1 (centres undefined) | -8[fluorescence artefact?] | 1 | 10
C=CCN(CC=C)S(=O)(=O)c1ccc2nsnc2c1 | 2 | 5 | 17
CCOC(=O)c1c(C)c(C(=O)NCc2ccc3c(c2)OCO3)c(C)n1CC | -5 | 10 | 4
Cc1ccc2[nH]c(=O)c(CN(CC3CCCO3)C(=O)c3ccco3)cc2c1 (centres undefined) | -2 | 5 | 6
Cn1cnnc1SCC(=O)NC(=O)NC1CCCC1 | 4 | -5 | 4
CCOC(=O)N1CCC(N2Cc3cccc(C(=O)NCc4ccc(OC)cc4)c3C2=O)CC1 | 19[fluorescence artefact?] | 7 | -5
Fc1ccc(Cn2nnnc2CN2CCc3ccccc3C2)cc1 | -8 | 5 | 4
Cc1ccc(C(=O)c2cc3c(cc2N)OCCO3)cc1 | -8 | 18 | 0
CCOc1ccccc1NC(=O)CSc1nccn1-c1ccccc1 | -22 | 2 | 3
Cn1c(SCc2ccccn2)nnc1-c1ccncc1 | -8 | 0 | 12
Cn1c(=O)c2c(nc(N3CCN(Cc4ccccc4)CC3)n2CCSc2ncccn2)n(C)c1=O | -10 | 4 | 1
CCCOc1ccc(Cc2nn[nH]n2)cc1 | -7 | -3 | -14[fluorescence artefact?]
COc1ccc(NC(=O)Nc2ccc3c(c2)N(C)C(=O)CS3)cc1OC | 12[fluorescence artefact?] | 2 | -8
Cc1cc(NC(=O)c2noc3c2CCCC3)n(-c2ccccc2)n1 | -1 | 6 | -4
Cc1nn(-c2ccccc2)c(C)c1C(=O)OCC(=O)c1c(N)n(CC(C)C)c(=O)n(C)c1=O | 2 | 2 | 3
Cc1sc2ncn(CC(=O)N(CC(=O)NC3CCCC3)Cc3cccs3)c(=O)c2c1C | 2[fluorescence artefact?] | 2 | 15
O=C1CCC(=O)N1CC(=O)N1c2ccccc2Sc2ccccc21 | 2 | 4 | 18[fluorescence artefact?]
CC12C(=O)N(Cc3ccccc3)C(=O)C1C1C=CC2C1 (centres undefined) | -6 | 9 | -9
Cc1csc2ncc(C(=O)Nc3ccccc3F)c(=O)n12 | 21 | -5 | -3
CCOCCn1c(CN2CCOCC2)nc2c1c(=O)[nH]c(=O)n2C | -4 | 0 | -4
Cc1nc2ccccc2c2oc(C(=O)N3CCN(C(=O)c4ccco4)CC3)cc12 | -5 | 17 | 0
Cc1nn2c(-c3ccccc3)c(-c3ccccc3)nc2[nH]c1=O | 6 | 8 | 5
CCOCCN1CCN(c2c3c(nc4cc(-c5ccc(F)cc5)nn24)CCC3)CC1 | -17 | 5 | -6
COc1ccc(-c2nnc(SCC(=O)N3CCCCC3)o2)cc1OC | -10[fluorescence artefact?] | 8 | 11
O=C(Nc1nn[nH]n1)c1cccc(Oc2ccccc2)c1 | 0 | -3 | -3
Cc1ccc2oc(=O)c3cc(C(=O)N4CCN(C(=O)c5ccco5)CC4)sc3c2c1 | -21[fluorescence artefact?] | 10 | 4
Cc1oc(-c2ccccc2Cl)cc1-c1nn2c(-c3ccco3)nnc2s1 | 52*[fluorescence artefact?] | 5 | -4
CCOC(=O)c1c(C)nc2sccn12 | -13 | 6 | 3[fluorescence artefact?]
Cc1cc(C(F)(F)F)nn1CC(=O)NCC1CCCO1 (centres undefined) | -4 | 7 | -4
CC1(C)CC(=O)C2=C(C1)Nc1ccccc1NC2c1cccnc1 (centres undefined) | -27 | 7 | -4
Cc1cccc(/N=C/c2c(O)c3ccccc3oc2=O)n1 | 11[fluorescence artefact?] | 6 | 1
CCn1cc(C(=O)NCc2ccc(Cl)cc2)c(=O)c2cc(S(=O)(=O)N3CCOCC3)ccc21 | 19 | 17 | 11
CCOc1ccccc1OCCCC(=O)N1CCN(S(=O)(=O)c2ccc(C)cc2)CC1 | -6 | 6 | 5
CCOC(=O)c1ccccc1NC1c2ccccc2C(=O)N1c1ccc(C)cn1 (centres undefined) | -11 | 4 | 12
COc1ccc(-n2c(Cc3cccn3C)nnc2SCC(=O)Nc2ccc(F)cc2F)cc1 | 6 | 9 | -10
Cc1nc2c(c(=O)n1Cc1ccco1)c1nc3ccccc3nc1n2Cc1ccccc1 | 60*[fluorescence artefact?] | 4 | 2
CCn1c(=O)c(=O)[nH]c2cc(C(=O)NC3CCCc4ccccc43)ccc21 (centres undefined) | 9 | 2 | 4
COc1ccccc1-c1nnc(NC(=O)C(C)C)s1 | 5 | 11 | 2

Next section
SMILES | ERb SRC1 inh | Calb biofilm kill | Smad3 FoxH1 inh
CCOC(=O)c1c(CN2CCCCC2)n(C)c2ccc(OC)c(S(=O)(=O)c3ccccc3)c12 | 2[fluorescence artefact?] | 2 | 14
O=C(NCCOC(=O)c1ccc(S(=O)(=O)N2CCOCC2)cc1)c1cccnc1 | 0 | -4 | 8
Cc1occc1-c1nnc(SCC(=O)NCCc2ccccc2)n1C(C)c1ccccc1 (centres undefined) | -6[fluorescence artefact?] | 8 | 8[fluorescence artefact?]
Cc1cc(C)nc(NCC(O)CNc2ccccc2Cl)n1 (centres undefined) | -2 | 3 | 7
CCOC(=O)c1sc(NC(=O)c2ccco2)nc1C | -4 | 7 | 14[fluorescence artefact?]
CCCCc1nc2ccccc2c(=O)n1NC(=O)c1c(O)c2cccc3c2n(c1=O)CCC3 | -1 | 7 | 4
CC(=O)N1CCN(C2=Nc3cccc4cccc2c34)CC1 | -9[fluorescence artefact?] | 4 | -1[fluorescence artefact?]
COc1ccc(-c2c(C)oc3c(CN4CCCCC4C)c(O)ccc3c2=O)cc1OC (centres undefined) | -4 | 14 | 6
Cc1nnc(NC(=O)C2CCCO2)s1 (centres undefined) | 5 | 7 | 14[fluorescence artefact?]

Among those listed so far, these have a thiophene ring, fused or not:
SMILES | ERb SRC1 inh | Calb biofilm kill | Smad3 FoxH1 inh
Cc1ccc2nc(N3CCN(C(=O)c4cccs4)CC3)c(C#N)cc2c1 | 9[fluorescence artefact?] | 7 | 6
O=C(c1ccc(Cl)s1)N1CCN(c2ccccc2)CC1 | -3 | -5 | -2
CCn1c(C(=O)N2CCC(C(=O)NCc3ccc4c(c3)OCO4)CC2)cc2sccc21 | -7[fluorescence artefact?] | 5 | 5
c1coc(CNc2nc3sc4c(c3c3ncnn23)CCCC4)c1 | 13 | 4 | -2
COc1ccc2nc3sc(C(=O)N4CCN(C)CC4)cc3cc2c1 | -3 | 5 | -1
CN1CCc2c(sc3nc(SCC(N)=O)n(-c4ccccc4)c(=O)c23)C1 | 22[fluorescence artefact?] | -1 | -5
COC(=O)C1CCN(C(c2cccs2)c2sc3nc(C)nn3c2O)CC1 (centres undefined) | 0 | 2 | 2
CCC1(C)NC(=O)N(CC(=O)Nc2sc3c(c2C(N)=O)CCC3)C1=O (centres undefined) | 83*[fluorescence artefact?] | 5 | 18
Cc1sc2ncn(CC(=O)N(CC(=O)NC3CCCC3)Cc3cccs3)c(=O)c2c1C | 2[fluorescence artefact?] | 2 | 15
Cc1ccc2oc(=O)c3cc(C(=O)N4CCN(C(=O)c5ccco5)CC4)sc3c2c1 | -21[fluorescence artefact?] | 10 | 4

Source: PubChem
